# Compound activity (PubChem BioAssay)
# STK33 kin inh = human STK33 kinase inhibition. 27,000 tested, 0.44% active. ADP-Glo luminescence, MBP substrate. Q9BYT3. inhibition, % at 12.5 µM; in the data active = inhibition above about 20%
# Target sequence (Q9BYT3 whole entry, looked up): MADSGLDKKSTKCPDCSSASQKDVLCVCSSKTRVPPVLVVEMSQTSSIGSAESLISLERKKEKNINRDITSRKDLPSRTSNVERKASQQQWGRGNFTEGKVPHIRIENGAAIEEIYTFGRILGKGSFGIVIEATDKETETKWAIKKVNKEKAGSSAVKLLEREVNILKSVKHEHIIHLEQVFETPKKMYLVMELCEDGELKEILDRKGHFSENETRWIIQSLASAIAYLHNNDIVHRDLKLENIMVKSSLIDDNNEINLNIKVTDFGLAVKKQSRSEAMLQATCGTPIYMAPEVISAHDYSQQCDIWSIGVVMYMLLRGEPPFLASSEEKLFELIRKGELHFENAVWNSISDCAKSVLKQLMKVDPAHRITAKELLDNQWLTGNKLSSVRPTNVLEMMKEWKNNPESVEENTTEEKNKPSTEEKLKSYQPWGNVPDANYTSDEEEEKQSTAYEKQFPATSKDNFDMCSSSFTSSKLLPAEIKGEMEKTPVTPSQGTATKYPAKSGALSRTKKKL
# mut p53 react = restores mutant p53 pathway signaling in SW480 cells | SW480 PUMA-promoter luciferase, p53 mutant reactivation | 28,000 tested, 1.5% active | AID 624151 | activation, % at 9.98 µM; in the data active = activation above about 52%
# * = called active by the depositor; / = no result given. Only part of the results is shown. The share of hits here may be higher or lower than overall.
SMILES,STK33 kin inh,mut p53 react
COc1cc(NC(=O)Cn2nnc(-c3ccccc3Cl)n2)cc(OC)c1OC,-4,-7
Cc1c(Cl)cccc1NC(=O)CNC(=O)c1ccc([N+](=O)[O-])cc1,-5,-5
C[C@H]1CN([C@@H](C)CO)C(=O)Cc2cc(NC(=O)Nc3ccc(F)cc3)ccc2O[C@@H]1CN(C)Cc1ccc(Cl)c(Cl)c1,5,/
COC(=O)c1ccc(NC(=O)C(C)NS(=O)(=O)c2ccc(Cl)cc2)cc1 (centres undefined),-4,-2
O=C(CC(NC1CCCC1)C(=O)O)Nc1cccc(Cl)c1 (centres undefined),-5,-4
Cc1noc(C)c1NC(=O)N(C)C[C@H]1Oc2c(NC(=O)c3ccc(-c4nccs4)cc3)cccc2C(=O)N([C@H](C)CO)C[C@@H]1C,/,3
C[C@H](CO)N1C[C@H](C)[C@@H](CN(C)S(=O)(=O)c2ccccc2)Oc2ccc(NC(=O)NC3CCCCC3)cc2CC1=O,/,-4
CNC[C@@H]1Oc2cc(C#Cc3cccc(OC)c3)ccc2S(=O)(=O)N([C@@H](C)CO)C[C@@H]1C,/,1
Cc1cc(NC(=O)c2nn3c(C(F)(F)F)cc(-c4ccccc4)nc3c2Cl)n(-c2ccccc2)n1,4,-3
N#C/C(=C\c1ccc(O)c(O)c1)C(=O)NCCCNC(=O)/C(C#N)=C/c1ccc(O)c(O)c1,16,8
Cc1noc(C)c1S(=O)(=O)N(C)C[C@@H]1Oc2ccc(NC(=O)NC(C)C)cc2CC(=O)N([C@H](C)CO)C[C@@H]1C,-2,-3
Cc1cc(N(CC(=O)Nc2ccccc2C(=O)N2CCCC2)S(C)(=O)=O)ccc1Br,4,-18
C[C@H]1CCCCO[C@@H](CN(C)Cc2ccc(C(=O)O)cc2)[C@@H](C)CN([C@@H](C)CO)C(=O)c2cc(NC(=O)Nc3ccc(F)cc3)ccc2O1,/,9
C[C@H](CO)N1C[C@H](C)[C@H](CN(C)C(=O)Nc2ccccc2)Oc2ncc(-c3cccnc3)cc2C1=O,/,6
C[C@H](CO)N1C[C@H](C)[C@H](CN(C)Cc2ccccc2)Oc2ccc(N(C)C)cc2C1=O,/,-3
COc1ccc(-c2cn(S(=O)(=O)c3ccccc3OC)nc2N)cc1OC,-2,-11
C[C@@H]1CN([C@@H](C)CO)C(=O)Cc2cc(NC(=O)CCN3CCOCC3)ccc2O[C@@H]1CN(C)Cc1ccc(C(=O)O)cc1,-1,/
C[C@@H]1CCCCO[C@@H](CN(C)S(=O)(=O)c2cn(C)cn2)[C@@H](C)CN([C@H](C)CO)C(=O)c2cc(NS(=O)(=O)c3ccc(F)cc3)ccc2O1,2,/
COc1ccccc1NC(=O)c1c(NC(=O)c2cccnc2)sc2c1CCC(C)C2 (centres undefined),0,8
Cc1cccc(NC(=O)c2ccc(OCC(=O)Nc3ccc(Cl)c(Cl)c3)cc2)c1C,2,-8

# Brought forward from above: two entries, then new ones.
SMILES,STK33 kin inh,mut p53 react
COc1ccccc1NC(=O)c1c(NC(=O)c2cccnc2)sc2c1CCC(C)C2 (centres undefined),0,8
Cc1cccc(NC(=O)c2ccc(OCC(=O)Nc3ccc(Cl)c(Cl)c3)cc2)c1C,2,-8
CNC[C@@H]1Oc2ccc(NC(=O)CCCN(C)C)cc2C(=O)N([C@H](C)CO)C[C@@H]1C,-3,3
C[C@@H]1CN([C@@H](C)CO)C(=O)c2cc(NC(=O)Nc3cccc4ccccc34)ccc2O[C@@H]1CN(C)Cc1ccc(Cl)c(Cl)c1,14,/
COC(=O)c1cc(OC)c(OC)cc1NC(=O)c1c(C)noc1C,-2,5
C[C@H](CO)N1C[C@H](C)[C@@H](CN(C)S(=O)(=O)c2ccccc2F)Oc2cc(C#Cc3cccc(F)c3)ccc2S1(=O)=O,/,-37
Cc1cc(=O)[nH]c(SCCCOc2ccc3c(c2)CCC3)n1,-2,1
Cc1noc(C)c1NC(=O)Nc1ccc2c(c1)CC(=O)N([C@H](C)CO)C[C@@H](C)[C@@H](CN(C)Cc1ccc(-c3ccccc3)cc1)O2,4,/
O=C(O)CC/C=C\CC[C@@H]1[C@@H](N2CCCCC2)[C@@H](O)C[C@@H]1OCc1ccc(-c2ccccc2)cc1,/,20
Cc1ccc2c(C)c(C(=O)Nc3ccc(S(=O)(=O)Nc4ncccn4)cc3)oc2c1,2,15
COc1ccc(S(=O)(=O)N(C)C[C@H]2Oc3ccc(NC(=O)Nc4ccc(C(F)(F)F)cc4)cc3CC(=O)N([C@H](C)CO)C[C@H]2C)cc1,0,-12
Cc1noc(C)c1NC(=O)Nc1cccc2c1O[C@H](CN(C)Cc1ccccc1)[C@@H](C)CN([C@H](C)CO)C2=O,/,1
NC(=O)CSc1nnc(Cc2ccccc2)n1-c1ccccc1,1,6
CC(=O)O[C@H]1CC[C@H](C)[C@@]2(C)[C@H](OC(C)=O)c3c(C)coc3C(=O)[C@H]12,1,/
C[C@@H]1CN([C@H](C)CO)C(=O)Cc2cc(NC(=O)CCN3CCOCC3)ccc2O[C@@H]1CN(C)C,-2,1
O=C(CCc1ccc(O)cc1)CC(O)CCc1ccc(O)c(O)c1 (centres undefined),0,16
CC1(CO)CC(O)CC2(C)C3=C(CCC12)C(=O)OC3 (centres undefined),1,/
Cc1ccc(C(=O)CSc2nsc3sc(C(=O)c4ccc(C)cc4)c(N)c23)cc1,1,6
Cc1noc(C)c1S(=O)(=O)Nc1ccc2c(c1)C(=O)N([C@@H](C)CO)C[C@H](C)[C@@H](CN(C)C(=O)NC1CCCCC1)O2,1,2
CC1(C)CC(=O)C2=C(C1)N(Cc1cccnc1)C(=O)C2(NC(=O)c1ccco1)C(F)(F)F (centres undefined),0,-3
CNC[C@@H]1Oc2cc(C#Cc3ccccc3OC)ccc2S(=O)(=O)N([C@H](C)CO)C[C@H]1C,/,-19
Cc1ccc(S(=O)(=O)N(C)C[C@@H]2Oc3ccc(NC(=O)Nc4ccc(C(F)(F)F)cc4)cc3CC(=O)N([C@@H](C)CO)C[C@@H]2C)cc1,3,/
COc1cccc(S(=O)(=O)N(C)C[C@H]2Oc3cc(C4=CCCC4)ccc3S(=O)(=O)N([C@H](C)CO)C[C@@H]2C)c1,/,-78
C[C@H](CO)N1C[C@H](C)[C@H](CN(C)S(=O)(=O)c2ccc(Cl)cc2)Oc2ccc(NC(=O)NC3CCCCC3)cc2C1=O,/,-2
Cc1c(O)cc2c(c1O)C(=O)CC(c1ccc(O)cc1)O2 (centres undefined),6,/
COc1ccc(NC(=O)Nc2ccc3c(c2)CC(=O)N([C@@H](C)CO)C[C@H](C)[C@@H](CN(C)C(=O)Nc2ccc(C(F)(F)F)cc2)O3)cc1,-2,/
C=CCNC(=O)[C@H]1[C@@H]2C(=O)O[C@@H](c3ccccc3)[C@@H](c3ccccc3)N2[C@@H](c2ccc(OCCO)cc2)[C@]12C(=O)N(C(=O)OCCOC)c1ccc(C#CC3(O)CCCCCC3)cc12,2,/
Cc1ccc(S(=O)(=O)Nc2ccc3c(c2)C(=O)N([C@H](C)CO)C[C@H](C)[C@@H](CN(C)CC2CC2)OCCCC[C@@H](C)O3)cc1,-6,/
Cn1c(SCc2nc3ccccc3c(=O)[nH]2)nnc1-c1ccco1,1,18
Nc1ccc2nc(SCC(=O)Nc3ccc(Oc4ccccc4)cc3)sc2c1,4,-4
CN(Cc1nc(-c2ccccc2)no1)S(=O)(=O)c1ccccc1,-3,10
C[C@@H]1CN([C@@H](C)CO)C(=O)Cc2cc(NC(=O)Nc3ccc4c(c3)OCO4)ccc2O[C@@H]1CN(C)C(=O)Nc1ccc2c(c1)OCO2,1,-2
Cc1cccc(Nc2nnc(-c3ccc(C)c(S(=O)(=O)NCCO)c3)c3ccccc23)c1,/,5
O=C(O)C1=C[C@H](c2csc3ccccc23)C[C@H](OCc2ccc(CO)cc2)O1,-1,/
O=C(COc1cc(O)c2c(=O)c3ccccc3oc2c1)c1ccc(Cl)cc1,1,-12
C[C@@H]1CN([C@@H](C)CO)C(=O)CCCn2cc(nn2)CO[C@H]1CN(C)C(=O)Oc1ccccc1,-1,/
CCc1ccc(CCC(=O)Nc2ccc(C)cc2C)o1,-1,0
COc1ccc(NC(=O)N(C)C[C@@H]2Oc3ccc(NC(=O)Nc4ccc(F)cc4)cc3CC(=O)N([C@@H](C)CO)C[C@@H]2C)cc1,-4,/
NCCNc1ccc([N+](=O)[O-])c(NCCO)c1,-3,-19
C[C@@H]1CN([C@@H](C)CO)C(=O)Cc2cc(NS(=O)(=O)c3ccccc3)ccc2O[C@@H]1CN(C)S(=O)(=O)c1cn(C)cn1,-1,/
COC(=O)COc1ccc(C2NC(=S)NC(C)=C2C(=O)OC)cc1 (centres undefined),0,-1
COc1ccccc1-c1cnc2c(c1)C(=O)N([C@@H](C)CO)C[C@H](C)[C@H](CN(C)C(=O)CC1CC1)O2,/,2

# Retrieved one by one from the list above:
SMILES,STK33 kin inh,mut p53 react
Cc1cc(=O)[nH]c(SCCCOc2ccc3c(c2)CCC3)n1,-2,1
C[C@H](CO)N1C[C@H](C)[C@H](CN(C)S(=O)(=O)c2ccc(Cl)cc2)Oc2ccc(NC(=O)NC3CCCCC3)cc2C1=O,/,-2
Cc1ccc2c(C)c(C(=O)Nc3ccc(S(=O)(=O)Nc4ncccn4)cc3)oc2c1,2,15
O=C(O)CC/C=C\CC[C@@H]1[C@@H](N2CCCCC2)[C@@H](O)C[C@@H]1OCc1ccc(-c2ccccc2)cc1,/,20
CNC[C@@H]1Oc2cc(C#Cc3ccccc3OC)ccc2S(=O)(=O)N([C@H](C)CO)C[C@H]1C,/,-19
NC(=O)CSc1nnc(Cc2ccccc2)n1-c1ccccc1,1,6

# Other compounds
SMILES,STK33 kin inh,mut p53 react
COc1ccc(S(=O)(=O)N(C)C[C@H]2OCCCC[C@@H](C)Oc3ccc(N(C)C)cc3C(=O)N([C@@H](C)CO)C[C@H]2C)cc1,/,-10
C[C@H](CO)N1C[C@H](C)[C@@H](CN(C)C(=O)NC2CCCCC2)OCc2cn(nn2)CCCC1=O,-4,/
C[C@@H]1CN([C@H](C)CO)C(=O)c2cccc(NC(=O)Nc3ccc(C(F)(F)F)cc3)c2O[C@H]1CN(C)C(=O)Nc1ccc(F)cc1,/,4
C[C@@H]1CN([C@@H](C)CO)C(=O)c2cc(NS(=O)(=O)c3ccc(Cl)cc3)ccc2O[C@@H]1CN(C)Cc1ccc(-c2ccccc2)cc1,/,-7
Cc1noc(C)c1S(=O)(=O)Nc1ccc2c(c1)CC(=O)N([C@@H](C)CO)C[C@H](C)[C@@H](CN(C)C(=O)Nc1cccc3ccccc13)O2,3,/
O=C(Nc1ccc(Cl)cc1)NC(C(=O)O)c1ccccc1 (centres undefined),-4,-12
COc1ccc(NC(=O)N(C)C[C@@H]2Oc3c(NS(=O)(=O)c4ccc(Cl)cc4)cccc3C(=O)N([C@H](C)CO)C[C@H]2C)cc1,/,12
CC(C)NC(=O)Nc1ccc2c(c1)C(=O)N([C@H](C)CO)C[C@H](C)[C@H](CN(C)Cc1ccccc1)OCCCC[C@H](C)O2,/,-4
C[C@@H]1CN([C@@H](C)CO)C(=O)c2cc(NS(=O)(=O)c3cn(C)cn3)ccc2O[C@@H]1CN(C)Cc1ccc(Oc2ccccc2)cc1,-4,/
C[C@@H]1CN([C@H](C)CO)C(=O)c2cc(NS(=O)(=O)c3ccc(F)cc3)ccc2O[C@H]1CN(C)S(=O)(=O)c1ccc(Cl)cc1,-1,/
COCC(=O)N(C)C[C@@H]1Oc2ncc(-c3ccc(C)cc3)cc2C(=O)N([C@@H](C)CO)C[C@@H]1C,/,10
COc1ccc([N+](=O)[O-])cc1NC(=O)CN(c1ccc(C)cc1C)S(C)(=O)=O,-5,-19
CC(C)OC(=O)CSc1nnc(-c2ccccn2)n1-c1ccccc1,-1,6
C[C@@H]1CN([C@H](C)CO)C(=O)Cc2cc(NS(=O)(=O)c3ccc(F)cc3)ccc2O[C@H]1CN(C)C(=O)Nc1ccc2c(c1)OCO2,0,/
C[C@@H]1CN([C@H](C)CO)C(=O)c2cc(NC(=O)C3CC3)ccc2O[C@H]1CN(C)C(=O)Nc1cccc2ccccc12,/,-2
C[C@H]1CN([C@@H](C)CO)C(=O)Cc2cc(NC(=O)Nc3ccc4c(c3)OCO4)ccc2O[C@@H]1CN(C)Cc1ccc(C(=O)O)cc1,-1,/
C/C=C/c1ccc2c(c1)O[C@@H](CN(C)C(=O)Nc1cc(F)ccc1F)[C@H](C)CN([C@@H](C)CO)S2(=O)=O,/,6
C[C@H](CO)N1C[C@H](C)[C@@H](CN(C)C(=O)NC2CCCCC2)Oc2ccc(NS(C)(=O)=O)cc2C1=O,/,-2
Cc1noc(C)c1S(=O)(=O)Nc1ccc2c(c1)C(=O)N([C@H](C)CO)C[C@H](C)[C@H](CN(C)Cc1ccc(C(F)(F)F)cc1)OCCCC[C@@H](C)O2,1,/
CC(C)NC(=O)Nc1ccc2c(c1)C(=O)N([C@@H](C)CO)C[C@@H](C)[C@@H](CN(C)S(=O)(=O)c1ccccc1)OCCCC[C@H](C)O2,/,1
Cc1noc(C)c1NC(=O)N(C)C[C@@H]1OCCCC[C@@H](C)Oc2ccc(NS(=O)(=O)c3cccs3)cc2C(=O)N([C@H](C)CO)C[C@H]1C,/,3
C[C@H](CO)N1C[C@H](C)[C@H](CN(C)C(=O)Nc2ccccc2)Oc2cc(C#C[C@@H](C)O)ccc2S1(=O)=O,/,21
C[C@@H]1CCCCO[C@@H](CN(C)C(=O)Nc2ccc(C(F)(F)F)cc2)[C@@H](C)CN([C@H](C)CO)C(=O)c2cc(NC(=O)c3ccncc3)ccc2O1,2,-3
COc1cc(OC)nc(NC(=O)CSc2nc3ccccc3s2)n1,-1,-11
COc1cc2c(cc1OC)N1C(=O)C[C@]34C=CCN5CC[C@@H]2[C@@H](CC3)[C@]514,2,-4
